Efa HMGR inh = blocks class II HMG-CoA reductase of Enterococcus faecalis; inhibition, % at 10 µM; actives 0.41% (n = 190,000); purified E. faecalis HMGR, NADPH absorbance 340 nm kinetic;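 active = inhibition above a set limit, the median over all tested compounds plus 3 SD, cut at about 9.5% in these data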;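 also: enzyme runs in reverse so mevalonate oxidation gives rising NADPH absorbance; 0% = complete reaction with DMSO and 100% = background rate lacking mevalonate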
RAM network inh = blocks the yeast RAM network; S. cerevisiae dse1pr::URA3 reporter, 5-FOA growth OD615, 2 d; analog-sensitive cbk1-as2 kinase mutant strain; AID 868; actives 1.8% (n = 190,000); inhibition, % at 50 µM;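 active = inhibition above a set limit, 3 SD over mean compound inhibition, cut at about 8.4% in these data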;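 also: 0% = DMSO-only wells with no growth and 100% = 10 µM 1-NA-PP1 full growth; inhibition rescues growth on 5-FOA so higher OD means more RAM inhibition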
PPARg SRC-2 ag = agonists of SRC-2 recruitment by human PPARgamma; actives 0.34% (n = 200,000); P37231; AID 1032; activation, % at 8 µM; PPARgamma LBD-SRC-2 recruitment, biochemical; in the data active = activation above about 22%;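 also: 0% = vehicle and 100% = reference agonist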
Target sequence (P37231 whole entry, looked up, the tested form may be a part): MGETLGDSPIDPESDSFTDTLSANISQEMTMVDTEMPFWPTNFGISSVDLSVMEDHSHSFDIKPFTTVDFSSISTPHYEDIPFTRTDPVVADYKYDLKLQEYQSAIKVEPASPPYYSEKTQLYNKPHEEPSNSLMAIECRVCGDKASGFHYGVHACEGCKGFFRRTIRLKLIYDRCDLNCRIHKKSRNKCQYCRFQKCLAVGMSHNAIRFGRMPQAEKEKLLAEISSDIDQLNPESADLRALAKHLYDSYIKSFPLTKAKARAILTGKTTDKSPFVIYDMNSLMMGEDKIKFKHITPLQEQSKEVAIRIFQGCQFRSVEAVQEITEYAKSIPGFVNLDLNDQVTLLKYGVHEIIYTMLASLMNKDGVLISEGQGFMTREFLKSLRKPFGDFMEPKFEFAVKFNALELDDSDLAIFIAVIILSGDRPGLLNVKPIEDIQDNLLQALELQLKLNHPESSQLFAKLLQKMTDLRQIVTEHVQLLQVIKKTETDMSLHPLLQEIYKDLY
DTT redox prof = compounds producing H2O2 with reducing agent – biochemical, NIH compound library profiling, artefact control for MLSCN library redox annotation, primary screen. DTT-dependent redox cycling H2O2, phenol red/HRP absorbance; 100% = 100 µM peroxide control, 0% = buffer. activation, % at 10 µM. actives 0.03% (n = 200,000);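 active = activation of at least 50% relative to the plate's high and low controls in the primary single-dose screen; inactive = activation below 50%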;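 also: compound incubated with DTT at 0.8 mM final as the reducing agent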
ROMK mod = human ROMK K+ channel modulation, primary screen; P48048; Tet-inducible ROMK, thallium flux fluorescence; actives lie on both sides; B-score at 10 µM; actives 2% (n = 130,000);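 active = signal ratio slope over the read window, or its plate-corrected B-score, at least 3 SD from the plate mean, either direction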;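 also: B-score of the F/F0 ratio slope over 7 to 12 s after thallium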
SRC2 TRFRET art = counter-screen for PPARgamma SRC-2 recruitment agonists: TR-FRET artefact; actives 0.4% (n = 200,000); stronger effect = higher value; TR-FRET ratio at 8 µM; in the data active = TR-FRET ratio above about 2000; also: inactives centre near 1500; reference of the scale not given here
bIAP inh = blocks bovine intestinal alkaline phosphatase activity | AID 1019 | purified bovine IAP, CDP-star luminescence, 30 min | inhibition, % at 20 µM | 190,000 tested, under 10 active;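 active = over 50% inhibition of intestinal alkaline phosphatase at 20 µM in the single-dose screen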
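System: Purified bovine intestinal alkaline phosphatase (IAP) enzyme | Input: IAP diluted 1/65,000,000 in the well | Also added: CDP-star chemiluminescent phosphatase substrate, 30 µM final | Dosing: 20 µM single dose | Times: Enzyme reaction for 30 min at room temperature | Detection: Luminescence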
PPARg SRC-3 ag = promotes SRC-3 coactivator recruitment by human PPARgamma. P37231. biochemical PPARgamma/SRC-3 coactivator recruitment assay. activation, % at 8 µM. actives 0.26% (n = 200,000); in the data active = activation above about 23%;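 also: 0% = DMSO and 100% = reference agonist; some compounds past the cut are filed as inactive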
S1P3 antag = blocks the human S1P3 receptor; actives 0.27% (n = 170,000); AID 485; inhibition, % at 4.98 µM; CHO S1P3 NFAT-BLA reporter, FRET fluorescence, antagonist mode;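 active = inhibition above the plate cutoff, the mean inhibition of test wells on that plate plus 3 SD, cut at about 28% in these data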;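 also: cells challenged with S1P at its EC80 of 0.8 µM; blue over green emission ratio from cleaved BLA substrate after 4 h stimulation; 0% = S1P-stimulated wells and 100% = unstimulated DMSO-only wells; some compounds past the cut are filed as inactive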
Target sequence (Q99500 whole entry, looked up): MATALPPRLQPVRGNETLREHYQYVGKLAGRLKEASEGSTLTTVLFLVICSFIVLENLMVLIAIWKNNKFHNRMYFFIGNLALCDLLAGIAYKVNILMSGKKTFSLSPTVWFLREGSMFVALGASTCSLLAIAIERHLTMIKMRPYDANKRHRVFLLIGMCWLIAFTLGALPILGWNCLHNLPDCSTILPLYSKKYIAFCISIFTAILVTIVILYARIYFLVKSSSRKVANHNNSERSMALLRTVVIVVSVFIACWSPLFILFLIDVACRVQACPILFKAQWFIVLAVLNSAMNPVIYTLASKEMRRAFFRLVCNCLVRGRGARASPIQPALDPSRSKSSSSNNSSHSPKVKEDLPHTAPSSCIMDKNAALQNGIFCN
PPARg SRC1 recr = PPARgamma-driven SRC-1 recruitment agonism | P37231 | PPARgamma-SRC-1 coactivator recruitment biochemical assay | activation, % at 8 µM | actives 0.41% (n = 200,000); in the data active = activation above about 19%;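 also: 0% = DMSO and 100% = reference agonist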
Lmaj promast = inhibitors of Leishmania major promastigote growth. Leishmania major promastigotes, resazurin fluorescence viability. inhibition, % at 10 µM. actives 9% (n = 200,000). AID 1063; in the data active = inhibition above about 50%;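 also: promastigotes grown with compound for 44 hours at 28 °C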
* = called active by the depositor; x = not tested or not shown.

SMILES	Efa HMGR inh	RAM network inh	PPARg SRC-2 ag	DTT redox prof	ROMK mod	SRC2 TRFRET art	bIAP inh	PPARg SRC-3 ag	S1P3 antag	PPARg SRC1 recr	Lmaj promast
CCOc1ccccc1C1CC(c2ccc(Cl)cc2)Nc2nc(N)nn21 (centres undefined)	0	2.9	10	0.6	x	1543	-6	9	11	6	7
Cc1cc(C)cc(NC(=O)c2ccc(NC(=O)C3C4CC5OC(=O)C3C5C4)cc2)c1 (centres undefined)	-1	8.1	-3	-0.7	0.99	1417	1	-2	-7	-3	-12
Cc1cccc(C)c1NC(=O)C(=O)NCCc1c[nH]c2ccccc12	-2	3.3	0	-0.2	0.27	1590	1	2	-1	4	-2
Cc1ccc2nc(SCCC(=O)O)cc(C)c2c1	4	-0.1	9	0.2	-0.22	1626	10	-2	x	-1	-3
CC1CC(C)CN(S(=O)(=O)c2ccc(C(=O)OCC(=O)NCCN3C(=O)CSC3=O)cc2)C1 (centres undefined)	-1	-0.7	4	-0.3	0.38	1572	-5	4	-3	7	-13
CC(=O)NC1=NN(C(C)=O)C(c2ccc(C)cc2)S1 (centres undefined)	-2	0.0	-1	-1.5	x	1481	-2	0	-16	-7	-6
COc1cccc(C2=NOC(C(=O)Nc3ccc4c(c3)OCO4)C2)c1 (centres undefined)	0	1.1	-2	0.0	-1.4	1616	0	2	-3	-6	-8
Fc1ccc(NC(=S)Nc2ccccc2Cl)cc1	-1	-0.3	5	-0.7	-2	1631	8	2	1	1	8
O=C1C2C(c3ccccc3)C=CC(c3ccccc3)C2C(=O)N1CCO (centres undefined)	x	x	2	-2.3	0.27	1565	8	1	-36	4	-3
O=C1OCCC1Sc1nnnn1-c1ccccc1 (centres undefined)	1	0.5	-9	2.8	x	1505	14	0	x	3	-10
Cc1ccc(NC(=O)c2ccc(COc3ccc4c(c3)CCC4)cc2)c(C)c1	-5	3.9	10	1.2	x	1587	0	4	1	0	-3
Cc1ccc(C(=O)N/N=C/c2nc3ccccc3n2C)cc1	-9	-1.1	2	-3.6	0.63	1491	-1	9	x	-4	6
CN(C)S(=O)(=O)c1ccc(C(=O)OCc2ccc([N+](=O)[O-])cc2)cc1	-6	1.1	5	0.0	x	1728	-8	6	-11	10	-2
C(=N\c1nc2ccccc2n1Cc1ccccc1)/c1cccs1	-1	0.4	3	0.4	0.026	1442	-3	-1	-3	3	8
O=C(c1ccc(CS(=O)(=O)c2c(Cl)cccc2Cl)o1)N1CCCC1	-5	0.1	4	-0.5	x	1740	-2	-2	-30	2	1
CCOC(=O)c1c(C)[nH]c(O)c1C=Nc1ccc(C(F)(F)F)cc1	-1	2.9	-1	0.1	x	1627	-3	1	x	2	-5
NC(=O)c1ccsc1NC(=O)CCS(=O)(=O)c1ccccc1	2	0.2	0	0.4	x	1401	-14	0	-21	-6	16
Cc1ccc(-c2nc(CN(C)C)cc(CN(C)C)c2O)cc1	2	2.3	-7	-1.1	x	1507	-4	3	21	1	1
CCOC(=O)C1=C(C)NC(=O)NC1c1cc2c(cc1Br)OCO2 (centres undefined)	-2	2.1	-3	0.5	x	1404	8	-7	-13	14	17
Cn1c(=O)cc(OCC(=O)N2CCC(N3CCCCC3)CC2)c2ccccc21	-1	0.3	-6	-0.6	x	1476	8	0	-23	6	-5
FC(F)(F)c1cccc(OCCOCCn2cncn2)c1	-3	0.6	13	0.1	x	1389	2	11	-16	2	-7
CC(=O)c1cnc2c(-c3ccc(Cl)cc3)cnn2c1C	6	2.1	-4	0.7	x	1484	2	-5	x	-5	-4
O=C(CSc1ccc(Cl)cc1Cl)N1CCC(c2nc3ccccc3s2)CC1	-5	13*	5	-4.2	x	1697	3	-1	x	6	1
O=S1(=O)N=C(N2CCN(Cc3ccc4c(c3)OCO4)CC2)c2ccccc21	-4	2.0	14	0.7	x	1487	5	1	-14	0	4
O=C(CSc1nnnn1CCCO)Nc1ccc2c(c1)OCO2	-2	1.4	-3	0.5	-0.31	1637	7	-2	-20	-5	-1
COc1ccccc1-c1cc2nc(C)c(CCC(=O)NCc3ccco3)c(C)n2n1	-3	0.7	6	-1.6	x	1623	-3	0	7	5	0
CC(C)(C)NC(=S)NC(=O)C12CCC3CC(CC(C3)C1)C2	-4	3.1	1	10	-0.86	1542	2	-1	-6	2	21
COC(=O)C1=C(C)C(c2ccc(OC)cc2)NC(=S)N1 (centres undefined)	-10	4.3	-2	-7.8	0.28	1614	11	3	x	3	2
CN(CC(=O)Nc1ccc(N2CCOCC2)cc1)CC(=O)Nc1cccc(C#N)c1	-8	-0.6	0	-0.5	-1.1	1525	2	0	-6	-1	-5
CCOC(=O)c1oc2ccccc2c1N	0	0.8	3	0.2	0.11	1718	14	12	x	4	-8
COc1ccc(C(=O)Sc2ccc(Cl)cc2)cc1OC	0	2.0	2	-3.5	0.5	1360	0	6	x	2	54*
CCOc1cccc(-c2nnc3sc(-c4cc(OC)c(OC)c(OC)c4)nn23)c1	-3	1.0	2	-2.2	0.9	1550	8	-2	x	9	3
Cc1[nH]n(-c2ccccc2)c(=O)c1C(C[N+](=O)[O-])c1ccc(F)cc1 (centres undefined)	-2	2.0	7	-0.6	-0.98	1439	10	7	-7	10	60*
CCCCCCCC(=O)NC(Nc1ccc(S(N)(=O)=O)cc1)C(Cl)(Cl)Cl (centres undefined)	-5	-0.7	1	0.4	x	1607	30	8	x	-6	-2
CC1(C)Cc2cccc(OCC(=O)O)c2O1	-1	0.2	2	-1.7	x	1554	13	-1	x	0	-6
COC(=O)c1cc(OC)c(OC)cc1N	2	2.3	4	0.3	-0.32	1527	4	-3	x	4	17
COc1ccc(CNC(=O)c2cccc(-c3ccc(C)c4ccccc34)n2)cc1	0	12*	-2	-0.5	0.031	1600	-4	0	-14	6	-1
Cc1cc(/C=C2\SC(=Nc3ccc(F)cc3)NC2=O)c(C)n1-c1ccc(S(N)(=O)=O)cc1	-1	3.6	1	-0.9	3.3*	1569	-24	-3	x	0	57*
COc1ccc(C2C(C(C)=O)=C(O)C(=O)N2CCc2c[nH]c3ccccc23)cc1OC (centres undefined)	-1	1.9	-3	0.2	0.35	1784	2	7	x	4	-9
CC(=O)NC(N1CCCCC1)C(F)(F)C(F)(F)C(F)(F)C(F)F (centres undefined)	1	-0.5	9	-0.8	x	1514	0	-5	-10	-1	-8
Nc1ccc(C2=Nc3cccc4cccc(c34)N2)cc1	-3	0.5	12	3.9	x	1655	-12	7	0	10	23
O=C(COc1ccc(Br)cc1Br)NC(=S)Nc1cccc(CO)c1	0	3.5	-2	0.2	-0.49	1469	6	-5	-16	-4	5
COc1ccc(C2CC(C)=NN2C=O)cc1OC (centres undefined)	0	3.6	3	-0.3	0.34	1586	5	14	x	4	-7
Cc1onc(-c2ccccc2)c1-c1n[nH]c(=S)n1-c1ccccc1Cl	-4	2.4	14	2.9	x	1697	5	4	x	10	-2
CCn1c(SCC(=O)Nc2ccc(Cl)cc2)nc2nc3c(cc2c1=O)CCCC3	-7	4.2	68*	0.2	x	2837*	-25	4	-108	0	-3
CCCCOc1ccc(C2OC34CCCCC3C(C#N)(C#N)C2(C#N)C(=N)O4)cc1 (centres undefined)	-2	-0.2	-2	0.1	0.57	1486	11	-8	x	3	8
Cc1cccc(C)c1NC(=O)CSc1nc(C)c(CC(=O)c2ccc(Br)cc2)c(C)c1C#N	4	-0.3	8	-4.7	-0.52	1716	5	4	x	12	-2
O=C(CCSc1nnc(-c2ccncc2)o1)Nc1ccc(F)cc1	-3	3.2	4	-2.7	x	1508	5	-4	14	7	-9

The list goes on (two carried over from the part before).
SMILES	Efa HMGR inh	RAM network inh	PPARg SRC-2 ag	DTT redox prof	ROMK mod	SRC2 TRFRET art	bIAP inh	PPARg SRC-3 ag	S1P3 antag	PPARg SRC1 recr	Lmaj promast
Cc1cccc(C)c1NC(=O)CSc1nc(C)c(CC(=O)c2ccc(Br)cc2)c(C)c1C#N	4	-0.3	8	-4.7	-0.52	1716	5	4	x	12	-2
O=C(CCSc1nnc(-c2ccncc2)o1)Nc1ccc(F)cc1	-3	3.2	4	-2.7	x	1508	5	-4	14	7	-9
Cc1ccc(NC(=S)NC(CO)C(O)c2ccc([N+](=O)[O-])cc2)cc1 (centres undefined)	-9	0.4	0	-1.6	-1.4	1514	-1	0	-19	12	2
COc1cccc(-c2csc3nnc(SCC(=O)NCc4cccs4)n23)c1	-4	17*	5	0.5	x	1515	2	-3	9	-2	-6
O=C(NCCCCCCNC(=O)OC1CCS(=O)(=O)C1)OC1CCS(=O)(=O)C1 (centres undefined)	-1	0.9	5	0.1	-1.1	1490	10	-3	x	-1	-2
CCOc1ccc(C(Nc2ccc(C)cc2)P2(=O)OCC(C)(C)CO2)cc1 (centres undefined)	-5	4.4	2	-3.2	x	1596	2	2	x	4	0
O=C(c1cccs1)N1C(=O)c2cccc3cccc1c23	0	8.0	4	-0.1	1.3	1570	-18	7	7	8	-5
N#CC(/C(=N/S(=O)(=O)c1cccs1)c1ccccc1)c1nc2ccccc2[nH]1 (centres undefined)	-6	2.4	8	-0.1	0.11	1503	-5	6	x	2	-4
CC(=O)c1c(C)[nH]c(C(=O)OCC(=O)NCCC(C)C)c1C	-6	-1.0	0	-0.5	0.079	1415	-3	-7	7	5	4
Cc1ccc(N2CC(C(=O)N3CCCc4ccccc43)CC2=O)cc1 (centres undefined)	1	-0.6	7	-0.7	x	1817	-3	-5	-10	4	-2
COc1ccc(Cl)cc1S(=O)(=O)N1CCCC1	-2	0.5	2	0.0	0.43	1399	8	-4	x	-6	2
O=C(c1ccccc1)c1c[nH]c(C(=O)C(Cl)(Cl)Cl)c1	0	0.6	-4	0.1	-0.15	1520	-10	0	1	2	87*
Cc1ccc(S(=O)(=O)NN2C(=O)c3ccccc3NC2(C)C)cc1	2	2.2	-1	0.1	-0.49	1730	-9	4	-13	4	49
CC(=O)CSc1nnc(NC(=O)CCc2ccccc2)s1	0	2.9	-6	0.6	-0.086	1618	12	-3	x	1	-3
Cc1cc(N2C(=O)C(O)=C(C(=O)c3cccs3)C2c2cccc(O)c2)no1 (centres undefined)	-4	1.2	6	2.7	x	1443	8	-4	x	-2	-4
CCCC1=[N+](CC(=O)c2ccccc2)CCn2cccc21	-7	2.6	-3	0.1	x	1500	13	1	7	-3	-1
O=C(N1CCOCC1)N1CCN(C(=O)N2CCOCC2)CC1	x	x	1	0.3	0.97	1503	x	5	x	2	-6
CCOC(=O)NC(=O)CSc1nc(C)cc(C(F)(F)F)c1C#N	-4	3.4	-5	1.7	x	1452	12	3	-35	5	0
Cc1cc(C)c(S(=O)(=O)Nc2ccc(O)c(Sc3ncn[nH]3)c2)c(C)c1	-2	2.1	5	-0.7	-1.9	1550	2	6	-8	10	0

Compound activity: PubChem, several laboratories

Compounds were not picked by outcome; any-hit rate near 13%.
